Bioassay records as filed in PubChem BioAssay.
CHT inh – human CHT choline transport inhibition | B-score at 10 µM | CHT-expressing cells, membrane potential dye, choline response; hits give low values | 310,000 compounds, 0.86% hits | Q9GZV3;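 active = B-score over 3 SD under the library average, and starting fluorescence ratio not unusually high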;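 note: choline stimulus applied at its EC90 after an EC20 pre-addition; B-score computed on integrated fluorescence ratio after choline addition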
Target sequence (Q9GZV3 whole entry, looked up): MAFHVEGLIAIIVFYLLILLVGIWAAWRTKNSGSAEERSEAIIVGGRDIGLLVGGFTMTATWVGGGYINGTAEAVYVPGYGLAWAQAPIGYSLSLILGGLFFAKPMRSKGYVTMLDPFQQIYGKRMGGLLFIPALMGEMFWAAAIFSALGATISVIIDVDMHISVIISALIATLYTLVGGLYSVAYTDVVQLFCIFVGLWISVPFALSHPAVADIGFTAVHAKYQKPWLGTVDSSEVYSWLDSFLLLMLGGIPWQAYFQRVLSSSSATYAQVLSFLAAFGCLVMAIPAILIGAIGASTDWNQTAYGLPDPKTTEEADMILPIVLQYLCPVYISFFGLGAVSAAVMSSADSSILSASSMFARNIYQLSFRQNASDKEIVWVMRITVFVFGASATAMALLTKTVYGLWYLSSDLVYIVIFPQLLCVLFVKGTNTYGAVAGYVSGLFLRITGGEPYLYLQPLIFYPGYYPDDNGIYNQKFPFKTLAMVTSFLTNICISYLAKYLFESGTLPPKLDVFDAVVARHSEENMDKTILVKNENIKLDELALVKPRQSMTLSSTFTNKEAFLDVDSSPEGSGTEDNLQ
CHT allo act – human CHT allosteric activation. 310,000 compounds, 0.49% hits. Q9GZV3. B-score at 10 µM. CHT-expressing cells, membrane potential dye, choline EC20; hits give high values; LV-AA mutant CHT in HEK293 cells;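 active = initial fluorescence not abnormally high and integrated response B-score, plate-corrected, over 3 SD above library mean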
Active calls of the source: *; i = inactive.

| Molecule | CHT inh | CHT allo act |
| --- | --- | --- |
| Fc1ccccc1CSc1nc2ncccc2[nH]1 | i | i |
| Cc1ccc(-c2cc(C(=O)NCc3ccccn3)no2)cc1 | i | i |
| Cc1cc(N2C(=O)CC(Cc3ccc(Cl)cc3)C2=O)no1 (stereo not given) | i | i |
| O=C(NCc1ccco1)C1(c2ccc(Cl)cc2)CCCC1 | i | i |
| Cc1cc(N2C(=O)C(=O)/C(=C(/O)c3ccc(F)cc3)C2c2ccc(Cl)cc2)no1 (stereo not given) | i | i |
| O=S(=O)(c1ccc(NC(=S)N/N=C/c2ccc(O)c(O)c2)cc1)N1CCOCC1 | i | i |
| CCC(=O)Nc1nnc(CCc2ccccc2)s1 | i | i |
| Cc1ccc(S(=O)(=O)CCC(=O)OCC(=O)N2c3ccccc3NC(=O)C2(C)C)cc1 | i | i |
| COc1ccc(-n2c(SCC(=O)Nc3ccc(Br)cc3)nc(O)cc2=O)cc1 | i | i |
| Cc1ccc(C(=O)NCc2nnc3c(C(F)(F)F)cc(Cl)cn23)o1 | i | i |
| Cc1ccc2nc(SCC(=O)N3CCN(c4ccccc4)CC3)[nH]c2c1 | i | i |
| C[C@@H]1C=C[C@](Cc2ccccc2)(C(=O)O)N1C(=O)c1ccccc1 | i | i |
| S=C1NCCOCCOCCOCCOCCNC(=S)NCCOCCOCCOCCOCCN1 | i | i |
| COc1ccccc1NC(=S)N(CCCN(C)C)Cc1cc2cc3c(cc2[nH]c1=O)OCO3 | i | i |
| COc1ccc(Cn2c(C)nc3c(c(=O)c4ccccc4n3C)c2=O)cc1 | i | i |
| O=C(N/N=C/c1cccs1)c1n[nH]c2c1CCCC2 | -6* | i |
| CC1(C)Cc2nc3[nH]c(=S)n(-c4ccccc4)c(=O)c3cc2CO1 | i | i |
| Cc1cccc(C)c1NC(=O)c1sccc1SCc1cccc(C(F)(F)F)c1 | i | i |
| CCOc1cc(/C=C2/C(=N)N3OC(C)=CC3=NC2=O)ccc1OC | i | i |
| COc1ccc(C)cc1NC(=O)Nc1ccccc1 | i | i |
| CC1=C(C(=O)OCc2ccccc2)C(c2ccccc2[N+](=O)[O-])NC(=O)N1C (stereo not given) | i | i |
| COCCNCc1ccc(Cl)cc1Cl | i | i |
| CCOC(=O)c1ccc(N2C(=O)c3n[nH]c(C)c3C2c2ccc(OC)cc2)cc1 (stereo not given) | i | i |
| N/C(=N\OC(=O)Oc1ccccc1)c1ccc([N+](=O)[O-])cc1 | i | i |
| COc1ccccc1OCCN(C#N)c1nc(N(C)C)nc(N(C)C)n1 | i | i |
| Cc1onc(-c2ccccc2Cl)c1C(=O)NC(=S)NCc1cccnc1 | i | i |
| COCOc1ccc(/C=C/C(=O)c2c(OCOC)cc(OCOC)c(CC=C(C)C)c2O)cc1OCOC | i | i |
| CSc1nc2c(c(=O)n1C)SC(C)C2 (stereo not given) | i | i |
| O=C1c2ccccc2-c2cccc(NS(=O)(=O)c3ccc(C(F)(F)F)cc3)c21 | i | i |
| Cc1ccc(OCC(=O)Nc2ccccc2C(=O)N2CCCC2)cc1 | i | i |

Shown with values under each structure: entries from further up
Order of values: CHT inh, CHT allo act
- CSc1nc2c(c(=O)n1C)SC(C)C2 (stereo not given)
    i, i
- O=C1c2ccccc2-c2cccc(NS(=O)(=O)c3ccc(C(F)(F)F)cc3)c21
    i, i
- Cc1cc(N2C(=O)C(=O)/C(=C(/O)c3ccc(F)cc3)C2c2ccc(Cl)cc2)no1 (stereo not given)
    i, i
- CCC(=O)Nc1nnc(CCc2ccccc2)s1
    i, i
- COc1ccccc1OCCN(C#N)c1nc(N(C)C)nc(N(C)C)n1
    i, i
- CC1(C)Cc2nc3[nH]c(=S)n(-c4ccccc4)c(=O)c3cc2CO1
    i, i
- Cc1ccc(OCC(=O)Nc2ccccc2C(=O)N2CCCC2)cc1
    i, i

The listing continues.
| Molecule | CHT inh | CHT allo act |
| --- | --- | --- |
| CCN(CC)S(=O)(=O)c1ccc2oc(C(=O)O)c(C)c2c1 | i | i |
| CN(c1ccccc1)S(=O)(=O)c1ccc2[nH]c(=O)oc2c1 | i | i |
| OC[C@H]1OC(Nc2ccc(N=Nc3ccccc3)cc2)[C@@H](O)[C@@H](O)[C@@H]1O (stereo not given in full) | i | i |
| COc1ccc([N+](=O)[O-])cc1N/C(=N/S(=O)(=O)c1ccccc1)c1ccccc1 | i | i |
| NC(=O)[C@@H]1CC2(CC(c3cccc(NC(=O)CC(c4ccccc4)c4ccccc4)c3)=NO2)CN1C(=O)COc1ccc(Cl)cc1 (stereo not given in full) | i | i |
| CN(Cc1nc(-c2ccccn2)no1)S(=O)(=O)c1ccccc1 | i | i |
| Cc1ccc(C(=O)N/C(=C/c2ccco2)C(=O)NCCCn2ccnc2)cc1 | i | i |
| CNC(=O)c1oc(-c2ccccc2)nc1C | i | i |
| COc1cc(/C=C2/C(=N)N3C(=NC2=O)SN=C3S(C)(=O)=O)ccc1OC(=O)c1ccco1 | i | i |
| CCOc1ccccc1OCCC(=O)OCC(=O)Nc1c(C)nn(-c2ccccc2)c1C | i | i |
| Cc1ccc(NC(=O)Cn2c(O)c(N=NC(N)=S)c3ccccc32)cc1 | i | i |
| COCCNC(=O)CN(C(=O)c1ccc(N2CCCC2)nc1)c1ccc(Cl)cc1 | i | i |
| Cc1ccc(NC(=O)CSc2nc(N)cc(=O)[nH]2)cc1Cl | i | i |
| CCC(c1nnc(SCC(=O)Nc2ccc(C(=O)Nc3ccccc3OC)cc2)o1)N(C)C (stereo not given) | i | i |
| CCN(CC)C(=O)c1ccc(-c2nnc(Nc3ccc(C(=O)NC)cc3)c3ccccc23)cc1 | i | i |
| Cc1nc2c(c3c1[nH]c1ccccc13)C(=O)CC(C)(C)C2 | i | i |
| CCc1cc(=O)oc2cc(C)cc(OC(C)C(=O)NCc3ccccn3)c12 (stereo not given) | i | i |
| CCCN(CC(=O)Nc1cc(C)on1)S(=O)(=O)c1cccc(C(F)(F)F)c1 | i | i |
| COc1ccccc1C(CC(=O)O)NS(=O)(=O)c1ccc2c(c1)N(C(C)=O)CC(C)O2 (stereo not given) | i | i |
| CCC(C)(C)C1CCc2[nH]nc(C(=O)NN)c2C1 (stereo not given) | i | i |
| O=C(O)c1cccc(NC(=S)N/N=C/c2ccccc2OCc2ccc(Br)cc2)c1 | i | i |
| CC(C)C(=O)N1CCN(c2ccccc2NC(=O)c2cccc(Cl)c2)CC1 | i | 6.6* |
| COC(=O)c1cc(-c2cccc(OC)c2)on1 | i | i |
| Cn1c(SCC(=O)NCc2ccco2)nc2ccccc2c1=O | i | i |
| COc1ccc2oc(C(=O)NN3C(C)CCCC3C)c(C)c2c1 (stereo not given) | i | i |
| CCN(CC)CCCNc1ccc(-c2nnc(-c3ccc(OCC(C)C)cc3)o2)cn1 | i | i |
| CC(=O)Nc1sc2c(c1C(=O)N1CCOCC1)CCCCC2 | i | i |
| CCOC(=O)N1CCN(CC(=O)Nc2cc3c(cc2C(C)=O)OCO3)CC1 | i | i |
| COc1ccc(C2C(C(=O)Nc3cccnc3)=C(C)Nc3nc(-c4cccs4)nn32)cc1 (stereo not given) | i | i |
| O=C1C2C3CCCC3=C3CCCC3C2C(=O)N1c1ccccc1 (stereo not given) | i | i |
| Cc1ccc(S(=O)(=O)N(C)c2c(C)ccc(S(=O)(=O)N3CCN(C)CC3)c2C)cc1 | i | i |
| CN1CCN(C(=O)CCN2C(=O)/C(=C\c3ccc(Cl)cc3)SC2=S)CC1 | i | i |
| O=C(CN1C(=O)CSC1=O)N1CCCCC1 | i | i |
| Nc1c(C(=O)CCC(=O)O)oc2ccc(Cl)cc12 | i | i |
| CC(C)c1ccc(Nc2nc(Cl)nc(Cl)n2)cc1 | i | i |
| O=C(Cc1n[nH]c(=O)[nH]c1=O)N/N=C/c1cccc(Cl)c1 | i | i |
| CCOC(=O)C(Cc1ccccc1)C(=O)NCc1cccnc1 (stereo not given) | i | i |
| COc1cccc(C(C)N(C)Cc2nc(-c3ccoc3)oc2C)c1 (stereo not given) | i | i |
| COc1ccc(C(=O)NCC(=O)OCc2csc(-c3ccccc3)n2)cc1 | i | i |
| CCc1ccccc1NC(=O)Cn1nnc(C(=O)NCc2cccc(OC)c2)c1N | i | i |
| Cc1ccccc1-n1c(O)c(C=NC2CCS(=O)(=O)C2)c2ccccc2c1=O (stereo not given) | i | i |
| N#Cc1c(NC(=O)C(=O)NCCCN2CCOCC2)sc2c1CCC2 | i | i |
| C[C@@H]1CCCCCCCCCCC1=O | i | i |
| COc1ccc(CCNc2nc(-c3ccncc3)cs2)cc1OC | i | i |
| CCOC(=O)N1CCN(c2nc(-c3ccc(Cl)cc3)cs2)CC1 | i | i |
| COc1ccccc1-n1cnc2cc(NC(C)=O)ccc21 | i | i |
| CCOC(=O)C1(C)Oc2cccnc2NC1=O (stereo not given) | i | i |
| Cc1ccc(NC(=O)CCN2CCC(C(N)=O)CC2)cc1 | i | i |
| COc1ccc(OCC(=O)Nc2ccc3oc(=O)ccc3c2)cc1 | i | i |
| S=C(Nc1cc(Cl)cc(Cl)c1)N1CCCC1 | i | i |
| Cc1cccc(-n2c(SCC(=O)N3CC(=O)Nc4ccccc43)nc3ccccc3c2=O)c1 | i | i |
| COc1ccc(/C=C/C(=O)NC(=S)N2CCN(c3ccccn3)CC2)cc1 | i | i |
| CCOc1cc(/C=C2/NC(=S)NC2=O)ccc1OCc1ccc([N+](=O)[O-])cc1 | i | i |
| CCN(Cc1nc2cc(OC)c(OC)cc2c(=O)[nH]1)C(=O)c1ccc(S(=O)(=O)N(C)C)cc1 | i | i |
| COc1cc2c(cc1OC)C(c1ccc(-c3cc(Cl)ccc3Cl)o1)=NCC2 | i | i |
| CCCOc1ccc(CN(CCO)CCO)cc1C(=O)OC | i | i |
| CCC/C=N/NC(=O)CNC(=O)c1ccccc1Cl | i | i |
| CC(C)(C)c1ccc(OCc2ccc(C(=O)NN)o2)cc1 | i | i |
| CC(C)CN(CC(C)C)C(=O)C12CCC(C)(C(=O)O1)C2(C)C (stereo not given) | i | i |
| C=CCNc1nnc(-c2ccncc2)s1 | i | i |

Further records.
| Molecule | CHT inh | CHT allo act |
| --- | --- | --- |
| CC(C)CN(C1CCS(=O)(=O)C1)S(=O)(=O)c1ccc(C(C)C)cc1 (stereo not given) | i | i |
| CC1=C(C(=O)OCC2CCCCC2)C(c2ccccc2F)NC(=O)N1 (stereo not given) | i | i |
| CCCC(C)NC(=S)NC(=O)c1cc(S(=O)(=O)N2CCOCC2)ccc1C (stereo not given) | i | i |
| COc1cccc(CNC(=O)CCNS(=O)(=O)c2ccc3c(c2)oc(=O)n3C)c1 | i | i |
| O=c1c2c(nc3nc(CCc4ccccc4)[nH]n13)CCC2 | i | i |
| CCOc1ccccc1N1CCN(c2nc3ccccc3nc2C(C#N)C(=O)OC(C)C)CC1 (stereo not given) | i | i |
| CCN(C(=O)Cc1c(C(=O)O)n(C)c2ccccc12)c1cc(OC)ccc1OC | i | i |
| O=c1[nH]c(CN2CCCCC2)nc2c1C1(CCCCC1)Cc1ccccc1-2 | i | i |
| CC1(C)CC(=O)C(C=NCCN2CCNCC2)=C(O)C1 | i | i |
| CN(C)C(=O)c1cnc(Sc2ncc(C(F)(F)F)cc2Cl)n1C | i | i |
| COc1ccc2cc(-c3ccn[nH]3)ccc2c1 | i | i |
| CC(=O)c1ccc(-c2ccc(C(=O)NCC(c3ccc(F)cc3)N3CCOCC3)o2)cc1 (stereo not given) | i | i |
| O=C(NN1CCOCC1)c1sc2cccc(F)c2c1Cl | i | i |
| CCOc1ccc(-n2c(=O)cc(N3CCN(c4ccc(F)cc4)CC3)[nH]c2=O)cc1 | i | i |
| CCN(Cc1ccccc1)C(=O)Cn1c(=O)n(CC(=O)NCc2ccco2)c(=O)c2sccc21 | i | i |
| CCN1C(=O)/C(=C/c2ccc(C)o2)N(C)C1=S | i | i |
| COc1ccc(OCC(=O)N2CCN(C(=O)c3ccco3)CC2)cc1 | i | i |
| Cc1cccc(N(CC(=O)N/N=C/c2cc([N+](=O)[O-])ccc2Cl)S(C)(=O)=O)c1C | i | i |
| CCc1ccc(CNC(=O)C2CCN(S(=O)(=O)N3CCC4(CC3)OCCO4)CC2)cc1 | i | i |
| COC(=O)CSc1ncnc2c1sc1nc(N3CCOCC3)c3c(c12)CCCC3 | i | i |
| O=Cc1c(NC2CCCCC2)c2ccccc2[nH]c1=O | i | i |
| Cc1ccc(NC(=O)COC(=O)C2=COCCO2)cc1 | i | i |
| O=C(CN(c1ccccc1)S(=O)(=O)c1ccccc1)Nc1ccccc1C(=O)NCc1ccco1 | i | i |
| Cc1c(C(N)=O)sc2ncn(CC(=O)OC(C)C)c(=O)c12 | i | i |
| COc1ccc(CCN2C(=O)CC(NNC(=O)c3cccc(O)c3)C2=O)cc1 (stereo not given) | i | i |
| C=CCn1cc(Cl)c(=O)n(CC=C)c1=O | i | i |
| Cn1cnnc1SCc1ccccc1 | i | i |
| Cc1ccc(Cl)cc1N1CCN(C(=O)CSc2nnc3n2C(C)(C)Cc2ccccc2-3)CC1 | i | i |
| COc1ccc(OC)c(-c2cc(C3CCN(C(=O)OC(C)(C)C)CC3)[nH]n2)c1 | i | i |
| Cc1nn(Cc2ccccc2)c(C)c1C(=O)OCC(=O)c1cc(C)n(C2CC2)c1C | i | i |
| COC(=O)c1cc(S(=O)(=O)NCC2CCN(Cc3cccc(Cl)c3)CC2)c[nH]1 | i | i |
| O=C(Nc1nc2ccc(F)cc2s1)c1cccc(S(=O)(=O)N2CCc3ccccc32)c1 | i | i |
| CCN1CCCC1CNC(=O)c1cc2cc(F)ccc2[nH]1 (stereo not given) | i | i |
| CC1CCCCC1NC(=O)COC(=O)c1ccc2c(c1Cl)C(=O)c1ccccc1C2=O (stereo not given) | i | i |
| Cn1nc([N+](=O)[O-])nc1Sc1cccc2cccnc12 | i | i |
| COc1ccc(C2=Nn3c(nnc3-c3ccccc3)SC2)cc1OC | i | i |
